BH1578 lux ind: inducers of Vibrio cholerae quorum light production without autoinducers | AID 588436 | activation, % at 18.7 µM | V. cholerae BH1578 lux reporter, luminescence, 6 h | hit rate 0.16% among 350,000; in the data active = activation mostly above about 9.7%, no sharp cut-off; also: not every result past the cut was called active; inactives centre near 0; reference of the scale not given here
PriA SSB inh: blocks PriA binding to SSB C-terminal tail; hit rate 0.6% among 430,000; AID 1272365; AlphaScreen SSBct-PriA binding, biotinylated peptide; inhibition, % at 33 µM; in the data active = inhibition mostly above about 37%, no sharp cut-off; inactive = mostly below about 20%;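 also: plate controls were negative control peptide for no effect and reference peptide for full effect; strong numbers were not always called active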
MazF activator: activators of E. coli MazEF toxin-antitoxin RNase; FAM/BHQ RNA-DNA oligo cleavage fluorescence, 5 h; activation, % at 20 µM; hit rate 0.32% among 350,000; in the data active = activation above about 50%
Target sequence (P0AE70 whole entry, looked up): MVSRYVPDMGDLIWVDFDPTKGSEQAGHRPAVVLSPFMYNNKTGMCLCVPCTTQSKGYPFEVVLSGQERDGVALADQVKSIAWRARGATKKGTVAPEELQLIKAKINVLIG
GDH-TPI counter: inhibits GDH-TPI coupling enzymes, artifact for Mtb FBA screen | hit rate 1.2% among 360,000 | GDH-TPI coupled enzyme counterscreen, NADH absorbance | inhibition, % at 4.8 µM; in the data active = inhibition above about 30%;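 also: 0% = DMSO wells and 100% = wells lacking the enzyme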
Rv3671c protease: inhibits the M. tuberculosis serine protease Rv3671c | P9WHR9 | inhibition, % at 5.96 µM | hit rate 0.048% among 320,000 | AID 2606; in the data active = inhibition above about 38%;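 also: extracellular domain of Rv3671c used as enzyme; 0% = enzyme with DMSO and 100% = no enzyme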
3CLpro inhibitor: SARS-CoV 3CLpro protease inhibition; P0C6X7; recombinant SARS-CoV 3CLpro, quenched FRET peptide cleavage; inhibition, % at 6 µM; hit rate 0.14% among 290,000; in the data active = inhibition above about 12%
FBA Mtb inh: inhibits M. tuberculosis FBA enzyme; P9WQA3; purified M. tuberculosis FBA, fluorescence read-out; inhibition, % at 1 µM; hit rate 2.3% among 360,000; in the data active = inhibition above about 27%;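 also: 0% = vehicle and 100% = reference inhibitor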
Target sequence (P9WQA3 whole entry, looked up): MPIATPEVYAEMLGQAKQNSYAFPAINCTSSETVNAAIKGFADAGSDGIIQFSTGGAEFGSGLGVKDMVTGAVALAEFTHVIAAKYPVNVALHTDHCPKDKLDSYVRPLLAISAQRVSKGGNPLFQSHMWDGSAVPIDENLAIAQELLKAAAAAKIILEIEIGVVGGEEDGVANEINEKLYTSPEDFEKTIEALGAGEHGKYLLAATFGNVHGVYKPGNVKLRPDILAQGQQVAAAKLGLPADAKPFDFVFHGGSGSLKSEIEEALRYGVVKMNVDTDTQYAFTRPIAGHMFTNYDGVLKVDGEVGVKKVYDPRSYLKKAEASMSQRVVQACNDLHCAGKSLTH
BioA inh: blocks M. tuberculosis BioA enzyme activity. hit rate 0.096% among 360,000. AID 602481. purified M. tuberculosis BioA enzyme, plate reader. inhibition, % at 9.99 µM; in the data active = inhibition above about 40%
Mtb UGM inh: inhibitors of M. tuberculosis UDP-galactopyranose mutase; AID 504406; purified UGM, fluorescence polarization probe displacement; hit rate 0.06% among 320,000; inhibition, % at 10 µM; P9WIQ1; in the data active = inhibition above about 10%, passing the limit was not always enough
Target sequence (P9WIQ1 whole entry, looked up): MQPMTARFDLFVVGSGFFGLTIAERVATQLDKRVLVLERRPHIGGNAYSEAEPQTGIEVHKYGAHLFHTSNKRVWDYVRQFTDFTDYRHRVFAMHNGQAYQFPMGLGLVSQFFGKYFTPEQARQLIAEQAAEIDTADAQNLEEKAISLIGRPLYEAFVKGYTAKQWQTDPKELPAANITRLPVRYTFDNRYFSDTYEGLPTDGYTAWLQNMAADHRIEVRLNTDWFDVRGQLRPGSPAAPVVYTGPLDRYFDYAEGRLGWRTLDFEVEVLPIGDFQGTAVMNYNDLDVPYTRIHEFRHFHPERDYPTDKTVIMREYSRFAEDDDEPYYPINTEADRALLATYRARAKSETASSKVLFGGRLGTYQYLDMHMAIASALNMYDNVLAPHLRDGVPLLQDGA
VHR inh abs: DUSP3 (human) phosphatase inhibition; recombinant VHR phosphatase, pNPP absorbance; inhibition, % at 13.3 µM; P51452; hit rate 0.52% among 290,000; in the data active = inhibition above about 50%; also: some compounds called inactive have numbers as strong as hits
Target sequence (P51452 whole entry, looked up): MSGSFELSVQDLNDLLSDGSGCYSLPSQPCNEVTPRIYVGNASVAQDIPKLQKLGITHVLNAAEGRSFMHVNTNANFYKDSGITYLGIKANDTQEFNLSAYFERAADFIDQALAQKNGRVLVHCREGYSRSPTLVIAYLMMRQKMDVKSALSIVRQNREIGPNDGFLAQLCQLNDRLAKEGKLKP
Starred values were filed as active, the others as inactive; i = inactive; nt = not tested or not shown.

no. | structure | BH1578 lux ind | PriA SSB inh | MazF activator | GDH-TPI counter | Rv3671c protease | 3CLpro inhibitor | FBA Mtb inh | BioA inh | Mtb UGM inh | VHR inh abs
1 | S=C(NCC(c1cccnc1)N1CCOCC1)NC1CCCCC1 (configuration not stated) | -6.7 | -5 | 0 | -5 | 4 | 3 | 0 | -2.8 | 2.4 | 24
2 | CSc1ccccc1C(=O)NCC(c1ccco1)N1CCCCC1 (configuration not stated) | -1.1 | -18 | 10 | 12 | -2 | 0 | 1 | nt | 1.3 | 38
3 | COc1cc(C(=O)Nc2cc3c(cc2N2CCCCC2)n(C)c(=O)n3C)cc(OC)c1OC | -0.2 | 16 | 12 | 6 | -30 | 0 | 4 | -0.3 | -2.2 | -26
4 | Cc1ccc(Nc2ncnc3c2cnn3C)cc1 | -0.3 | -3 | 0 | 6 | -2 | 7 | 1 | 0.3 | 3.6 | 22
5 | Cc1c(Cl)c([N+](=O)[O-])nn1Cc1ccc(C(=O)N/N=C\c2ccccn2)o1 | -0.1 | nt | 12 | 15 | -5 | 2 | 2 | 1.9 | 2.1 | 7
6 | O=S(=O)(c1ccc2ccccc2c1)N1CCN(C2Cc3ccccc3C2)CC1 | i | -2 | -8 | -11 | 10 | 3 | -6 | nt | 1.5 | 13
7 | COc1cccc2sc(N(C)c3ccccc3)nc12 | -0.4 | -30 | 3 | 9 | -3 | 2 | 1 | 0.3 | -5.9 | -16
8 | CCCCn1c(N)c(N(CCOC)C(=O)CSc2n[nH]c(-c3ccc(OC)cc3)n2)c(=O)[nH]c1=O | -0.3 | -5 | -20 | 7 | 7 | -3 | 0 | 0.7 | -0.4 | 20
9 | Cc1ccc2[nH]c(=O)c(CN(CCc3ccccc3)C(=O)N3CCOCC3)cc2c1 | -0.3 | -3 | 1 | 0 | -7 | -2 | -2 | 0.6 | 1.1 | 6
10 | O=S(=O)(NCCO)c1ccc2c(c1)Cc1cc(S(=O)(=O)NCCO)ccc1-2 | -0.2 | 19 | 9 | 10 | -1 | 6 | 4 | 0.0 | -0.4 | 34
11 | COc1ccc(OC)c(NC(=O)CCC(=O)Nc2nnc(C(C)C)s2)c1 | -0.3 | -17 | 3 | 0 | -11 | 0 | 1 | -3.0 | 2.5 | 34
12 | COc1ccc(F)cc1S(=O)(=O)N1CC(C)CC(C)C1 (configuration not stated) | -0.2 | -16 | -3 | -5 | 1 | 1 | -3 | 0.6 | -1.2 | 8
13 | O=C(CSc1nnc(Cc2ccccc2)n1-c1ccccc1)NNC(=O)Cc1ccccc1 | -1.2 | -1 | -15 | 5 | 0 | 6 | 6 | 1.3 | 1.0 | 4
14 | COc1ccc(-c2c(O)c(C#N)c(-c3ccccc3)n(-c3ccc(OC)cc3)c2=O)cc1 | -0.4 | 0 | -4 | 0 | -10 | 8 | 24 | 0.2 | -8.1 | 4
15 | CC(OC(=O)CN1C(=O)NC(C)(C)C1=O)C(=O)c1ccccc1 (configuration not stated) | i | -9 | 2 | 7 | 1 | -4 | -1 | -2.1 | 4.3 | 12

Nos. 1–2, reprinted for reference:
no. | structure | BH1578 lux ind | PriA SSB inh | MazF activator | GDH-TPI counter | Rv3671c protease | 3CLpro inhibitor | FBA Mtb inh | BioA inh | Mtb UGM inh | VHR inh abs
1 | S=C(NCC(c1cccnc1)N1CCOCC1)NC1CCCCC1 (configuration not stated) | -6.7 | -5 | 0 | -5 | 4 | 3 | 0 | -2.8 | 2.4 | 24
2 | CSc1ccccc1C(=O)NCC(c1ccco1)N1CCCCC1 (configuration not stated) | -1.1 | -18 | 10 | 12 | -2 | 0 | 1 | nt | 1.3 | 38

(further entries)
no. | structure | BH1578 lux ind | PriA SSB inh | MazF activator | GDH-TPI counter | Rv3671c protease | 3CLpro inhibitor | FBA Mtb inh | BioA inh | Mtb UGM inh | VHR inh abs
16 | CCOC(=O)C1CCN(c2c(NCc3ccc(C(=O)Nc4ccc(C)cc4)cc3)c(=O)c2=O)CC1 | -0.3 | 1 | 2 | 18 | 6 | -1 | 3 | -1.0 | -0.3 | 2
17 | O=C(Cn1c(=O)n(Cc2ccco2)c(=O)c2ccccc21)NCC1CCCO1 (configuration not stated) | i | -17 | 7 | 13 | -3 | 5 | 0 | -0.3 | 0.5 | -11
18 | Cc1ccc(S(=O)(=O)NC(C)C(=O)N2CCOCCOCCOCCOCC2)cc1 (configuration not stated) | -0.3 | -9 | -3 | 3 | 0 | 2 | 1 | -3.4 | 2.8 | 28
19 | O=P(c1ccccc1)(c1ccccc1)c1ccccc1C(Br)Br | i | nt | -6 | 4 | nt | nt | 3 | 2.4 | nt | nt
20 | Cn1c(=O)cc(SCC(=O)N2CCC3(CC2)OCCO3)c2ccc(Cl)cc21 | -0.5 | -9 | -6 | 23 | -1 | -1 | 3 | 0.5 | -2.7 | 14
21 | O=C(COC(=O)C1CC2CCCC(C1)C2=O)NC1CCCCC1 (configuration not stated) | 1.0 | -13 | 2 | -3 | -6 | nt | 0 | -2.0 | 0.4 | nt
22 | Cc1cccc(Nc2cc(=O)[nH]c(=O)[nH]2)c1 | -0.2 | -4 | -16 | 2 | 2 | 2 | -1 | nt | -1.0 | -5
23 | CCOc1ccc2c(c1)c(N=NC(N)=S)c(O)n2C | i | 8 | -5 | 31* | -7 | 1 | -1 | -0.1 | 2.5 | 1
24 | CCOc1ccc(NS(=O)(=O)c2cc3c4c(c2)CCN4C(=O)CC3)cc1 | 0.1 | -23 | 1 | -4 | 5 | nt | -1 | 1.2 | 0.7 | nt
25 | Cc1nc2nc(-c3ccco3)[nH]n2c(=O)c1Cc1ccccc1 | 0.0 | -11 | 14 | 13 | -5 | 2 | 21 | -0.2 | 0.3 | -1
26 | C[C@@H]1CC2OC(=O)[C@@]3(C)C(=O)CC[C@@](C)(C23)[C@@]1(O)CCc1ccoc1 (some centres not stated) | 0.6 | -4 | 4 | -1 | 3 | -2 | -1 | 0.8 | 0.4 | 27
27 | CCN1C(=O)[C@H]2[C@@H](c3ccc(C)cc3)N3C(=O)N(c4cccc(F)c4)C(=O)[C@@]3(CC)[C@H]2C1=O | -1.4 | 4 | -3 | 0 | 1 | -3 | 6 | -1.0 | 0.6 | 9
28 | Cn1c(=O)c2c(nc(NCCNC(=O)c3ccco3)n2Cc2ccc(Cl)cc2Cl)n(C)c1=O | -0.5 | -3 | 6 | 7 | -6 | -2 | 0 | -0.7 | 1.8 | 21
29 | Oc1ccc(/C=N/N(Cc2ccccc2)c2ccccc2)cc1 | -0.7 | nt | -7 | 11 | 17 | -2 | 5 | -0.8 | 1.0 | 17
30 | CCCCc1nnc(SCCSc2nnc(CCCC)n2N)n1N | i | -11 | 5 | 3 | -6 | 1 | 0 | -0.9 | 0.9 | 1
31 | CCn1c(=O)n(-c2ccc(Cl)cc2)c(=O)c2c3c(sc21)COC(C)(C)C3 | -0.3 | -4 | 1 | 7 | 2 | 4 | 0 | -3.0 | 2.0 | 9
32 | O=C1CC(c2cccs2)Cc2nc(NCC3CCCO3)ncc21 (configuration not stated) | -2.1 | -8 | 13 | 4 | 5 | 0 | -2 | -2.3 | 0.6 | 25
33 | O=C(Cn1cccc1)Nc1ccc(OC(F)(F)F)cc1 | -0.2 | -5 | 7 | 0 | -1 | -2 | 2 | -1.5 | 0.9 | 15
34 | COc1ccc([C@H]2N[C@]3(CCCN(CC4CCCCC4)C3=O)[C@H]3C(=O)N(Cc4ccccc4)C(=O)[C@@H]23)cc1 | i | nt | 2 | 2 | nt | nt | -1 | 0.3 | nt | nt
35 | COc1cccc(Nc2nc(C)nc3c2oc2ccccc23)c1 | i | -6 | 10 | 9 | -13 | 1 | 2 | 1.5 | 3.9 | 4
36 | O=C(Nc1ccc(-c2nc3cc(Cl)ccc3o2)cc1)C1CCCO1 (configuration not stated) | -0.7 | -17 | 21 | 11 | 3 | 4 | 4 | -3.3 | 2.6 | 12
37 | O=C(NCc1ccc(Cl)cc1)c1ccc(OCC2CCCO2)cc1 (configuration not stated) | -0.4 | -9 | 2 | -5 | 14 | 1 | -1 | -1.4 | -1.9 | -2
38 | CC(C)(C)C(CCl)C(=O)NN=C(c1ccccc1)c1ccccc1 (configuration not stated) | 1.3 | -2 | 3 | -2 | -8 | nt | 3 | 0.4 | 3.2 | nt
39 | Cc1cc(C)n(CCc2nc(-c3ccco3)cs2)n1 | -0.2 | -14 | -15 | -5 | -1 | 6 | 2 | 2.0 | -2.2 | 11
40 | O=S(=O)(/N=C(/Nc1nc2ccccc2s1)c1ccccc1)c1ccc(F)cc1 | i | nt | -4 | 10 | nt | nt | 4 | -2.1 | nt | nt
41 | CC(=O)c1c(O)n(C2CCCCCC2)c(=O)[nH]c1=O | i | 10 | 5 | 6 | 6 | -4 | -1 | -1.4 | -4.5 | -1
42 | N#C/C(=C(/O)c1ccc(-c2cccc([N+](=O)[O-])c2)o1)c1nc2ccccc2s1 | i | -6 | 4 | 2 | nt | 3 | 3 | nt | nt | 10
43 | CC(=O)N(C1=NCCCS1)c1ccccc1F | -0.2 | -5 | 7 | -6 | -7 | 7 | -2 | 2.3 | -1.4 | 8
44 | COc1ccccc1OCc1ccc(C(=O)N2CCOCC2)o1 | -0.2 | 5 | 3 | 3 | 2 | -3 | 0 | nt | -3.3 | 27
45 | CCOC(=O)c1ccc(N/C=C2\CCCCC2=O)cc1 | -0.1 | -20 | -7 | 24 | -5 | 5 | 0 | 0.3 | 3.7 | 20
46 | O=C(c1cccc(C(F)(F)F)c1)N1CCC(O)(CS(=O)(=O)Cc2ccccc2)CC1 | -0.7 | -10 | -5 | 7 | 11 | 0 | 2 | -2.7 | -1.9 | 4
47 | Nc1ccc(Nc2ccccc2)c(S(=O)(=O)O)c1 | -4.2 | 15 | 2 | 13 | 5 | 2 | 90* | 3.0 | -2.0 | 10
48 | C/C(=N\NC(=O)C(O)(c1ccccc1)c1ccccc1)c1ccc(NC(=O)CCCC(=O)O)cc1 | -0.7 | nt | -3 | -2 | nt | 2 | -1 | -2.4 | -1.2 | 27
49 | O=C(CSc1nnc(C2CC2)n1Cc1ccco1)NCC(F)(F)F | -0.3 | -4 | 1 | 1 | 0 | -1 | 6 | 0.0 | 1.0 | -4
50 | Cc1ccc(-c2noc(CCC(=O)NCC3CCCO3)n2)cc1 (configuration not stated) | -0.2 | -13 | -25 | -4 | -1 | 2 | 1 | -1.0 | -0.4 | -2
51 | O=C(CNc1ccc(F)cc1)N/N=C/c1c(O)ccc2ccccc12 | i | nt | 16 | 21 | 5 | 1 | 2 | nt | 2.8 | 30
52 | COC(=O)CCCNC(=O)c1ccc2nc(Cc3ccc(OC)cc3)oc2c1 | i | 2 | -1 | -4 | -1 | 3 | 0 | -0.9 | 3.0 | -8
53 | COc1ccc(Nc2ccc([N+](=O)[O-])cn2)cc1 | i | -14 | 10 | 6 | -2 | -6 | -5 | -1.4 | -3.2 | 66
54 | COCCOCCn1cnc2ccccc21 | -0.4 | -5 | 4 | -2 | 4 | -4 | 1 | -0.5 | 1.8 | 16
55 | CN(C(=O)COC(=O)c1ccc2c(c1)OCO2)c1c(N)n(Cc2ccccc2)c(=O)[nH]c1=O | i | 8 | 3 | -3 | 1 | nt | 1 | nt | 0.7 | nt
56 | CC1(C(=O)NS(=O)(=O)c2cccc(Cl)c2)CCN1C(=O)c1ccccc1 (configuration not stated) | -4.5 | nt | nt | -4 | nt | nt | -3 | -0.7 | nt | nt
57 | Nc1ccccc1C(=O)OCC(=O)c1ccc2c(c1)OCCO2 | -0.7 | -7 | 1 | 3 | -8 | 4 | 3 | nt | 0.2 | -1
58 | Cc1ccc(NC(=O)C(C)OC(=O)CCN=C2NS(=O)(=O)c3ccccc32)cc1 (configuration not stated) | 5.0 | -5 | 3 | -1 | -5 | nt | 0 | -0.1 | 1.1 | nt
59 | COc1ccc(CN(C)C(=O)c2cccc(Oc3ccccc3)c2)c(OC)c1OC | -0.3 | 1 | 55* | -4 | -6 | 0 | -2 | 12 | -1.0 | 22
60 | COc1ccc2nc(SCCN(C)C)[nH]c2c1 | -0.3 | -2 | 38 | -4 | 3 | -1 | 4 | nt | 1.9 | 26

Single entries from the results shown.
3CLpro inhibitor, COCCOCCn1cnc2ccccc21 = -4
GDH-TPI counter, COC(=O)CCCNC(=O)c1ccc2nc(Cc3ccc(OC)cc3)oc2c1 = -4
BioA inh, Cc1ccc(-c2noc(CCC(=O)NCC3CCCO3)n2)cc1 (configuration not stated) = -1.0

From PubChem BioAssay

An excerpt (hit frequency here may not be typical).
